# PTHR1 agonist – qHTS for PTHR1 Agonists: Primary Screen; Parathyroid hormone/parathyroid hormone-related peptide receptor (Homo sapiens), Q03431; HEK293 GP2 PTHR1 cells, GloSensor cAMP luminescence, 1 h; Potency, µM (doses to about 115 µM), inactives show top-dose activation, most hits filed as activators; 410,000 tested, 0.075% active; also: potency is read from the fitted curve at half-maximal effect; nearly all actives have a fitted effect of over 55% in size; some results filed as inactive show a strong effect at the top dose; inactives centre near -15; many of its hits are not listed in these tables
# Target sequence (Q03431 whole entry, looked up): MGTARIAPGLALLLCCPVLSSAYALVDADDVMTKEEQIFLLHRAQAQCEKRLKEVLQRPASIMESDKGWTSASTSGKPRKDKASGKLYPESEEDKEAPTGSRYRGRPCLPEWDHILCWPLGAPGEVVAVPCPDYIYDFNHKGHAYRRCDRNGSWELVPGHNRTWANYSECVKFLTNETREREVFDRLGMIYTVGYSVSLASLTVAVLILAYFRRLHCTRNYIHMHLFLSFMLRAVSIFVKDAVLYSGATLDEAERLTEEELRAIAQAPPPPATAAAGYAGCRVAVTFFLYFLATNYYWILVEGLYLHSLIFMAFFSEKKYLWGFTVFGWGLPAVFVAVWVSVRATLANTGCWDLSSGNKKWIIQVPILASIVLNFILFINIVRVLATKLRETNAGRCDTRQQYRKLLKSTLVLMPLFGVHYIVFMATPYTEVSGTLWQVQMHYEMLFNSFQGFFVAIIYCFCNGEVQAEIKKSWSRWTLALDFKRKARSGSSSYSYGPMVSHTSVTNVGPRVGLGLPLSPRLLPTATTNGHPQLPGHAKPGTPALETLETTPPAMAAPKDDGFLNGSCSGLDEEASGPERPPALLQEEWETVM
#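 HEK-293-derived GP2 cells expressing PTHR1 and a GloSensor cAMP reporter, 3,000/well, plated overnight, given luciferin plus IBMX (each 0.5 mM as added) for 1 h at 37 °C, then compound for 1 h at 37 °C. Luminescence was read after 15 min at room temperature.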
# GLP1R inv ag – qHTS of GLP-1 Receptor Inverse Agonists (Inhibition Mode) | Glucagon-like peptide 1 receptor (Homo sapiens), P43220 | HEK293 GLP-1R CRE-luciferase, luminescence, 24 h; GLP-1R form is constitutively active | Potency, µM (doses to about 38.3 µM), without a hit: at the top dose activity change, negative = inhibition, usual class: inhibitors | 410,000 tested, 1.6% active | AID 624417, 2012; also: potency is read from the fitted curve at half-maximal effect; % is scaled to controls: 0 for no effect and ±100 for the full control effect; nearly all actives have a fitted effect of over 55% in size
# Target sequence (P43220 whole entry, looked up): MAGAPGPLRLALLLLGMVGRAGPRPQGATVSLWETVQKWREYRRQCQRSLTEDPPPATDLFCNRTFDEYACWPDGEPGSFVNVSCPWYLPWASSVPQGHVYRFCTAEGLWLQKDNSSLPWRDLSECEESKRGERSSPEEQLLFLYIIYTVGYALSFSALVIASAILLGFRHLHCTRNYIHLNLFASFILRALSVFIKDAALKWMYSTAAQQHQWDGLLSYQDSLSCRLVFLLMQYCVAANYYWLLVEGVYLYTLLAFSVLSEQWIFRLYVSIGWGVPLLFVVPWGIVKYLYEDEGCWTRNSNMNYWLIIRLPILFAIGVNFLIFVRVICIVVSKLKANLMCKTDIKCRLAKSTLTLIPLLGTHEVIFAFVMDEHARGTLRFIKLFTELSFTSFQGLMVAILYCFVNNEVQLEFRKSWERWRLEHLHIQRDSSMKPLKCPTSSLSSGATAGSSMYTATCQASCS
#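 Seeding at 200 cells/uL, 12 h culture, 24 hr compound treatment, then luciferase reagent and a luminescence read; cells are HEK293 stably expressing a constitutively active GLP-1R plus cAMP-responsive luciferase.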
# Akt phos inh – HTS Assay for Inhibitors of Akt Phophorylation: Primary Screen; Neuro2A IGF-stimulated pAkt S473 HTRF, 20 min; active compounds read low; activity change, % for hits at 50 µM; 360,000 tested, 0.32% active; AID 651550, 2012; in the data active = activity change below about -80%; inconclusive = mostly about -51% to -80%; also: % is scaled to controls: 0 for no effect and ±100 for the full control effect
#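 Neuro2A cells (4,500/well, DMEM with 0.5% FBS) were treated with compound at a single 50 µM final concentration, stimulated with 6 nM IGF for 20 min at 37 °C, and lysed. Phospho-Akt Ser473 was read by HTRF as 665/615 ratio ×10^4.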
# DRD3 antagonist – qHTS of D3 Dopamine Receptor Antagonist: qHTS; D(3) dopamine receptor (Homo sapiens), P35462; D3R cells, DiscoveRx beta-arrestin luminescence, antagonist mode; active compounds read low; max response, negative = inhibition, %; 360,000 tested, 2.5% active; AID 652054, 2013; in the data active = max response below about -50%; inconclusive = no clear call, values can overlap the other calls; also: % is scaled to controls: 0 for no effect and ±100 for the full control effect; mostly tested at two doses, the higher about 12 µM
#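 Cells plated overnight at 1500 cells/well, then exposed to library compounds with dopamine controls for 90 minutes at 37 degrees C. DiscoveRx reagent added for 30–60 minutes at room temperature; luminescence read, quantitative HTS format.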
# Abeta rescue – qHTS for compounds that reverse cellular toxicity of Amyloid beta (A-beta) peptide in yeast: Primary Screen; 410,000 tested, 0.063% active; yeast expressing A-beta42, growth rescue, OD600, 48 h; response scale: 0% DMSO, 100% iron-clioquinol control; AID 1347071, 2019; Potency, µM (titrated, usually from 46.1 µM), for the others: top-dose growth rescue, most hits filed as activators; also: potency is read from the fitted curve at half-maximal effect; nearly all actives have a fitted effect of over 55% in size
#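 Yeast growth medium received pinned compounds, then yeast cells expressing toxic A-beta were added; plates incubated at 30 C for 48 hr. Growth read as absorbance at 600 nm, normalized to DMSO and equimolar FeCl3 plus clioquinol controls.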
# FUS suppressor – qHTS for Suppressors of FUS Proteinopathy: Primary screen using FUS-linked yeast assay; S. cerevisiae FUS-expressing, growth rescue, OD600, 24 h; Potency, µM (top dose mostly 76.6 µM), without a hit: at the highest dose growth rescue (activation), hits mostly activators; 390,000 tested, 0.24% active;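 also: potency is read from the fitted curve at half-maximal effect; plate controls were DMSO vehicle for no effect and reference control for full effect; nearly all actives have a fitted effect of over 55% in size; some results filed as inactive show a strong effect at the top dose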
#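 Yeast FUS proteinopathy model; galactose-induced FUS (2%), starting OD 0.005. Cpds in dilution series, 24hr, 30C, 99% humidity. Abs 600 nm growth. Pos ctrl CP55940 (top 92uM final); neg ctrl DMSO.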
# TDP43 rescue – qHTS of TDP-43 Inhibitors; TDP-43 expressing yeast growth rescue, BacTiter-Glo, 24 h; Potency, µM (highest dose often 46.1 µM), for inactives: at the top dose growth rescue (activation), actives largely listed as activators; 410,000 tested, 1.8% active; also: potency is read from the fitted curve at half-maximal effect; % of control where 0% means no effect; nearly all actives have a fitted effect of over 50% in size
#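 Galactose-induced TDP-43 yeast, OD600=0.02, compound pinned; 24 hr, 30 deg C; BacTiter-Glo luminescence for growth. Inhibitors of TDP-43 toxicity read as activators.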
# GLP1R ag – qHTS of GLP-1 Receptor Agonists; HEK293 GLP-1R CRE-luciferase, luminescence, 4-6 h; cells express a hypersensitive GLP-1R form; Potency, µM (highest dose often 45.6 µM), for inactives: top-dose activation, most hits filed as activators; 380,000 tested, 0.007% active; also: potency is read from the fitted curve at half-maximal effect; % of control where 0% means no effect
# aSyn yeast inh – qHTS of alpha-syn Inhibitors. Yeast expressing alpha-synuclein, growth rescue, BacTiter-Glo, 24 h. Potency, µM (highest dose often 46.1 µM), inactives show top-dose growth rescue (activation), hits mostly activators. 370,000 tested, 0.14% active. AID 652106, 2013; also: potency is read from the fitted curve at half-maximal effect; % of control where 0% means no effect; nearly all actives have a fitted effect of over 65% in size
#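 Readout is rescue of growth in alpha-synuclein-expressing yeast, so inhibitors of toxicity appear as activators. Growth after 24 hr at 30 deg C in galactose medium is quantified by luminescence.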
# Numbers without * were called inactive; i = inactive; ? = inconclusive; . = not tested or not shown; [ ] = dose if it differs, or a comment. Unless noted, calls follow the shape of the dose curve; as a rule, active = well fitted curve in the direction sought with a large enough effect; inconclusive = small, poorly fitted or top-dose-only effect, or another doubt; inactive = no such curve, though single readings can be large; an effect the other way counts as inactive or inconclusive. A portion of the library; count on the stated rates, not on these rows.
SMILES,PTHR1 agonist,GLP1R inv ag,Akt phos inh,DRD3 antagonist,Abeta rescue,FUS suppressor,TDP43 rescue,GLP1R ag,aSyn yeast inh
COc1ccc(N2CCC(CNC(=O)Nc3ccccc3)C2)cc1 (stereo unspecified),-6%[57.5 µM],?,i,16,9%,32%,-8%,-12%,-7%
CCOc1ccc(CN2CCCC(CO)(Cc3ccccc3F)C2)cc1 (stereo unspecified),-55%[inhibitor],?,i,?,-2%,-5%,8%,24%,-5%
OC1CCCN(c2ncnc3c2nnn3Cc2c(F)cccc2Cl)C1 (stereo unspecified),i,1%,i,-2,5%,-5%,17%,8%,3%
CCOc1cc(CNc2ccc(OC)cc2)cc(Br)c1OCC(=O)NC(C)(C)C,-19%[57.5 µM],?,i,3,-26%,22%,22%,12%,-9%
COCc1c(C(=O)NCCOc2ccc(Cl)cc2)oc2ccccc12,i,?,i,-9,8%,33%,19%,0%,5%
COc1ccc(N2C(=O)CC(N3CCCC4CCCCC43)C2=O)cc1 (stereo unspecified),-1%[57.5 µM],3%,i,-15,-27%,12%,30%,5%,13%
COc1ccc2cc(-c3nnc(Nc4ccccc4)s3)c(=O)oc2c1,i,6%,.,.,2%,19%,0%,-2%,2%
CS(=O)(=O)c1cccc(C(=O)NC(c2ccccc2)c2ccccc2)c1,-3%,8%,i,15,?,-10%,12%,-5%,1%
CN(CCc1ccccn1)C1CCCN(S(=O)(=O)c2ccccc2)C1 (stereo unspecified),-14%,-20%,i,-3,2%,23%,-8%,1%,1%
COc1ccc(NC(=O)COC(=O)Cc2ccsc2)c(OC)c1,i,1%,i,2,-1%,15%,-14%,1%,-2%
Cc1cccc(NC(=O)CSc2nnc(-c3ccc(S(=O)(=O)N4CCOCC4)cc3)n2C)c1,i,-9%,i,-25,8%,10%,15%,-11%,-1%
Cc1ccc[n+](CC(=O)c2cc3ccccc3oc2=O)c1,i,-10%,i,17,13%,12%,9%,-3%,0%
COc1ccc(CCNC(=O)C(=O)N2CCCCC2)cc1OC,i,6%,i,9,-6%,1%,3%,-8%,-9%
CCOC(=O)c1sc2ncn(CC(=O)Nc3ccc(F)cc3F)c(=O)c2c1C,-7%,7%,.,.,-6%,-14%,6%,-2%,.
O=C(NCCc1ccccc1)c1nnc(Cc2cccc(F)c2)o1,i,-2%,.,.,-13%,30%,?,.,.
CCC(C)Nc1nc(N)c([N+](=O)[O-])c(N2CCCCCC2)n1 (stereo unspecified),-27%,?,i,-18,-8%,27%,?,18%,-22%
CSc1ccc(CNCC(O)c2ccccc2)cc1 (stereo unspecified),i,11%,i,-18,-15%,-1%,-6%,23%,28%
O=C(CN1C(=O)NC2(CCCC2)C1=O)Nc1nc(-c2ccc(F)c(F)c2)cs1,-88%[inhibitor],-23%,i,-2,-3%,0%,9%,2%,-7%
NC(=S)Nn1c(-c2ccccc2)nc2ccccc2c1=O,-16%,5%,i,-15,2%,.,-2%,-10%,?
O=C(Nc1ccc(S(=O)(=O)Nc2nccs2)cc1)C1CC(=O)N(c2ccccc2)C1 (stereo unspecified),i,-21%,i,13,-2%,41%,-7%,4%,2%
O=C(Cn1cc(C(F)(F)F)ccc1=O)NC(c1ccccc1)c1ccccc1,-74%,8%,i,-2,0%,.,0%,-2%,3%
O=C(N/N=C/c1ccc(OC(F)F)cc1)c1cc[n+]([O-])cc1,i,-19%,i,8,-9%,0%,-10%,6%,-4%
CC(=O)c1ccc(NC(=O)CCNC(=O)c2ccc(Cl)cc2)cc1,-21%,0%,i,?,-15%,-15%,-4%,3%,-3%
CCCN=C1NC(=O)C(CC(=O)NCCc2ccc(OC)c(OC)c2)S1 (stereo unspecified),i,32%[activator],i,9,-3%,24%,-29%,8%,0%
O=C(c1ccc2c(c1)CCN2S(=O)(=O)c1ccc(Cl)cc1)N1CCN(c2ccccc2)CC1,-14%,?,.,.,1%,35%,6%,.,.
# Next part.
SMILES,PTHR1 agonist,GLP1R inv ag,Akt phos inh,DRD3 antagonist,Abeta rescue,FUS suppressor,TDP43 rescue,GLP1R ag,aSyn yeast inh
COC(=O)c1ccccc1NC(=O)Cn1cnc2c(cnn2-c2ccc(C)c(C)c2)c1=O,-47%[inhibitor][57.5 µM],5%,?,-6,1%,11%,-12%,17%,0%
Cc1ccc(NC(=O)C2CCCN2c2nn3c(=O)cc(C)nc3s2)cc1 (stereo unspecified),-22%,36%[activator],i,-4,-13%,13%,-7%,2%,3%
CC1=C(C(=O)Nc2ccc(C)cc2C)C(c2ccccc2[N+](=O)[O-])n2ncc(C(=O)Nc3ccccc3)c2N1 (stereo unspecified),-19%,?,.,.,-11%,26%,24%,.,.
CCOc1cc(C2NC(=S)NC(C)=C2C(=O)Nc2ccccc2)ccc1O (stereo unspecified),i,8%,i,-22,-10%,33%,-9%,8%,-5%
COc1ccccc1Nc1nnc(SCC(=O)Nc2cc(C)on2)s1,i,3%,i,-9,-9%,14%,-9%,-13%,-5%
CN(C(=O)CSc1nc2ccc(NC(=O)CCc3ccccc3)cc2s1)c1ccccc1,-20%,8.9µM*,.,.,0%,?,?,.,.
CCOC(=O)c1[nH]c2ccc(OC)cc2c1NC(=O)OC,i,12%,.,0,4%,2%,15%,4%,-1%
CCCn1c(-c2ccccc2)cc(SC)c(C#N)c1=O,20%,4%,i,7,-14%,29%,-23%,2%,0%
CC1CCN(S(=O)(=O)c2ccc([N+](=O)[O-])cc2)CC1,-14%,0%,i,-3,0%,-18%,10%,-1%,-13%
CC(=O)N1N=C(c2ccc(Cl)cc2)OC1c1ccc(C(C)C)cc1 (stereo unspecified),-25%,-18%,i,2,2%,8%,11%,1%,-3%
Cc1cccc(-n2ccnc2SCC(=O)Nc2cc(C)on2)c1,-6%,2%,i,-1,23%,-3%,28%,1%,2%
COc1ccc(CCNC(=O)C(C)OC(=O)c2ccco2)cc1OC (stereo unspecified),-4%[57.5 µM],5%,i,-27,6%,3%,3%,1%,-6%
O=C(NCCc1ccccc1)C(=S)N1CCCCC1,i,6%,i,0,-13%,5%,.,12%,1%
CCCCCCCCCNC(=O)[C@H](NC(=O)COc1ccccc1)[C@@H]1NC(C(=O)OC)C(C)(C)S1 (stereo partly specified),-8%,?,i,21,29%,?,-12%,14%,-24%
CS(=O)(=O)N(CC(=O)NCCSCc1ccco1)c1ccc2c(c1)OCO2,6%,-19%,i,4,8%,-2%,5%,-7%,1%
COc1ccc(-n2ncc3c2CC(C)(C)CC3NC(=O)CCN2CCCCC2=O)cc1 (stereo unspecified),1%,9%,i,-6,2%,7%,3%,0%,-4%
O=C(CCc1nc2cccnc2n1Cc1ccccc1)NCCc1ccc(Cl)cc1,i,?,i,23,28%,17%,0%,1%,14%
Cc1ccc(Cl)cc1N1CCN(C(=O)c2cc3c(=O)oc4ccccc4c3s2)CC1,16%,-2%,.,.,-11%,6%,-9%,1%,.
Cc1ccccc1OCCC(=O)OCC(=O)Nc1ccc2[nH]c(=O)[nH]c2c1,i,15%,i,-2,5%,0%,-14%,-10%,-6%

# Five entries from above in a different format:
# Value order: PTHR1 agonist | GLP1R inv ag | Akt phos inh | DRD3 antagonist | Abeta rescue | FUS suppressor | TDP43 rescue | GLP1R ag | aSyn yeast inh
NC(=S)Nn1c(-c2ccccc2)nc2ccccc2c1=O
→ -16% | 5% | i | -15 | 2% | . | -2% | -10% | ?
CN(CCc1ccccn1)C1CCCN(S(=O)(=O)c2ccccc2)C1 (stereo unspecified)
→ -14% | -20% | i | -3 | 2% | 23% | -8% | 1% | 1%
O=C(N/N=C/c1ccc(OC(F)F)cc1)c1cc[n+]([O-])cc1
→ i | -19% | i | 8 | -9% | 0% | -10% | 6% | -4%
CCOc1cc(C2NC(=S)NC(C)=C2C(=O)Nc2ccccc2)ccc1O (stereo unspecified)
→ i | 8% | i | -22 | -10% | 33% | -9% | 8% | -5%
CCOC(=O)c1[nH]c2ccc(OC)cc2c1NC(=O)OC
→ i | 12% | . | 0 | 4% | 2% | 15% | 4% | -1%

# 6 compounds already listed, arranged by count of non-hydrogen atoms, lowest first.
SMILES,PTHR1 agonist,GLP1R inv ag,Akt phos inh,DRD3 antagonist,Abeta rescue,FUS suppressor,TDP43 rescue,GLP1R ag,aSyn yeast inh
CC1CCN(S(=O)(=O)c2ccc([N+](=O)[O-])cc2)CC1,-14%,0%,i,-3,0%,-18%,10%,-1%,-13%
COc1ccc2cc(-c3nnc(Nc4ccccc4)s3)c(=O)oc2c1,i,6%,.,.,2%,19%,0%,-2%,2%
CCOc1ccc(CN2CCCC(CO)(Cc3ccccc3F)C2)cc1 (stereo unspecified),-55%[inhibitor],?,i,?,-2%,-5%,8%,24%,-5%
Cc1ccccc1OCCC(=O)OCC(=O)Nc1ccc2[nH]c(=O)[nH]c2c1,i,15%,i,-2,5%,0%,-14%,-10%,-6%
O=C(CN1C(=O)NC2(CCCC2)C1=O)Nc1nc(-c2ccc(F)c(F)c2)cs1,-88%[inhibitor],-23%,i,-2,-3%,0%,9%,2%,-7%
CCCCCCCCCNC(=O)[C@H](NC(=O)COc1ccccc1)[C@@H]1NC(C(=O)OC)C(C)(C)S1 (stereo partly specified),-8%,?,i,21,29%,?,-12%,14%,-24%
